PAX8 reporter = inhibitors of PAX8-driven TPO luciferase reporter, primary screen, RMG-I cells, single concentration | inhibition, % at 12.6 µM | SteadyGlo, 24 h | 1.2% of 360,000 active;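 active = mean replicate inhibition at least 60% with every replicate also reaching 60%; inconclusive = only one of the two criteria is met; inactive = mean below 60% and not all replicates reaching 60%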;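 note: luciferase light reporting Pax8 driven TPO promoter activity; plate controls were median of neutral control wells for no effect and mitoxantrone controls for full effect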
EWS-Fli inh = EWS/Fli-driven NR0B1 reporter inhibitors, primary screen, A673 cells, NR0B1 luciferase, luminescence, MLPCN library. viability-normalised. inhibition, % at 12.6 µM. 0.67% of 350,000 active;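 active = mean inhibition of at least 50% after viability correction, with every replicate also passing that limit; inconclusive = mean reaches 50% but only one of two replicates passes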;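 note: firefly luciferase signal divided by Alamar Blue viability fluorescence both relative to DMSO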
Xi reactivation = activators of inactive X chromosome reactivation, primary screen, imaging, XiGFP fibroblasts, GFP high-content imaging, set 2 | 0.055% of 360,000 active | XiGFP mouse fibroblasts, % GFP-positive cells imaging, 3 d; cells co-treated with 5-aza-dC sensitizer; scaled so ellipticine positive control = 100% | activation, % at 7.58 µM;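 active = mean normalized replicate activation at least 10% and every replicate at or above 10%; inconclusive = only one of the two criteria met; inactive = mean below 10% and not all replicates reach 10%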;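 note: 0% = median of on-plate neutral control wells and 100% = ellipticine 6 µM median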
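System: XiGFP fibroblasts, SV40-immortalized. Medium: DMEM plus 5-aza-dC sensitizer. Doses: single point. Timing: 3 d treatment, 15 min room-temperature fixation. Control set: ellipticine 6 µM.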
INS-1E GSIS act = GLuc luminescence reporter in INS-1E cells, primary screen for activators of glucose-dependent secretion of insulin; INS-1E GLuc reporter insulin secretion, 2-3 h; activation, % at 16.6 µM; 0.61% of 370,000 active; AID 743287, 2014;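 active = lowest replicate activation of at least 40%, so every replicate reaches that level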;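 note: 0% = median of neutral control wells and 100% = median of IBMX positive control wells; some compounds called inactive have numbers as strong as hits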
DENV2 CPE = inhibitors of DENV2 cytopathic effect, primary screen, cell-based, plate reader, single concentration. DENV2-infected cells, cytopathic effect rescue. CPE inhibition, % at 9.99 µM. 1.7% of 350,000 active; in the data active = CPE inhibition above about 20%, passing the limit was not always enough; inconclusive = no clear call, values can overlap the other calls; tested in BHK-21 cells;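 note: 0% = median of neutral control wells and 100% = median of positive control wells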
ARNT-TACC3 inh = disruptors of ARNT/TACC3 protein interaction, primary screen, biochemical, AlphaScreen, single concentration; 0.66% of 390,000 active; Transforming acidic coiled-coil-containing protein 3 (Homo sapiens), Q9Y6A5; inhibition, % at 9.99 µM; AlphaScreen His-ARNT PAS-B/GST-TACC3 binding, luminescence; TACC3 fragment carries E629A point mutation; AID 623870, 2012;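 active = mean inhibition of replicates at least 50% and at least half of replicates each reaching 50%; inconclusive = half or more replicates reach 50% but mean below 50%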;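 note: 0% = complete ARNT plus TACC3 wells and 100% = ARNT alone without TACC3; many hits fall short of the cut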
ERp5 inh = inhibitors of ERp5-driven insulin aggregation, primary screen, biochemical, turbidity, absorbance 650 nm, single point; 90 min; inhibition, % at 9.99 µM; Protein disulfide-isomerase A6 (Homo sapiens), Q15084; 0.05% of 350,000 active;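 active = mean replicate inhibition above about 25%, with every replicate also reaching it, limit read from the data, passing the limit was not always enough; inconclusive = only one of those two criteria met; inactive = neither criterion met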
Target sequence (Q15084 whole entry, looked up): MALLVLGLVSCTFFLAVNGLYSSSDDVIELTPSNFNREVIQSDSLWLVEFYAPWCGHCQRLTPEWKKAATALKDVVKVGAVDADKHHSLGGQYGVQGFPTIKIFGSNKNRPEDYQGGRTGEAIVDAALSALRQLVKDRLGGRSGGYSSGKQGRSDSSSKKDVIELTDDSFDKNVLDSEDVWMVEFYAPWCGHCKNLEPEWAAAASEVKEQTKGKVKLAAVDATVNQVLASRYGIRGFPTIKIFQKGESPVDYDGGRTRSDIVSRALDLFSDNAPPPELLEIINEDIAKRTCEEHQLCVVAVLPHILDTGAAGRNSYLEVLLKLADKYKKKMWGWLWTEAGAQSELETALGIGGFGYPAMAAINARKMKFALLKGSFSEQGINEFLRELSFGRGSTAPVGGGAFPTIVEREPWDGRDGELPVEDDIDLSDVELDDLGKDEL
F508del corr = F508del CFTR correction, initial screen, CFBE line, single point | CFBE cells, YFP halide quenching; stimulated with forskolin plus potentiator P3; % fluorescence drop versus neutral controls | activity (quench increase), % at 7.58 µM | 0.36% of 350,000 active;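 active = mean added fluorescence quench of at least 8% versus neutral control, with both replicates also reaching 8%; inconclusive = only one of the mean or replicate conditions met; inactive = mean below 8% and not both replicates reaching 8%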;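 note: cells transiently co-express mutant CFTR-F508del with the halide-sensitive YFP; corrector assay measuring rescue of mutant channel to the surface after 24 h compound exposure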
An asterisk follows results filed as active; ? = inconclusive; · = not tested or not shown; & = joins results of further samples.

SMILES	PAX8 reporter	EWS-Fli inh	Xi reactivation	INS-1E GSIS act	DENV2 CPE	ARNT-TACC3 inh	ERp5 inh	F508del corr
Cc1cccn2cc(-c3cccc(NC(=O)c4cccs4)c3)nc12	-73	-42	-0.1	0	6	14	4	-3.8
Cc1cc(C)c(NC(=O)CNC(=O)COC(=O)C2CCN(c3ccc(C(F)(F)F)cn3)CC2)c(C)c1	-6	3	0.1	-14	-3	0	8	-0.4
COc1ccc(C(C(=O)NC2CCCC2)N(C(=O)c2csnn2)C2CCCC2)cc1 (stereo not drawn)	1	-3	-0.1	-3	-4	-2	3	4.1
CN(CC(=O)Nc1cccc(S(=O)(=O)N2CCCCC2)c1)Cc1ccc(F)cc1	1	12	0.2	·	-1	-3	-2	3.0
COc1cc(S(=O)(=O)N2CCN=C2c2ccccc2)ccc1Cl	0	0	-0.1	16	?	3	7	0.0
Cc1ccc(-c2oc3ccccc3c(=O)c2OCC(=O)O)cc1	18	-2	0.0	-1	14	-19	1	-0.2
CCN(C[C@@H]1[C@@H](c2ccc(-c3cccnc3)cc2)[C@H](CO)N1C(C)=O)C(C)=O	-13	0	0.4	-5	-6	-12	-5	-1.4
Cc1nnc(SCC(=O)N(C)c2c(N)n(Cc3ccccc3)c(=O)[nH]c2=O)n1Cc1ccccc1	-15	1	0.1	7	11	-3	2	0.3
CN(C)c1ccc(N2C(=NC(=O)C3CCCO3)SC3CS(=O)(=O)CC32)cc1 (stereo not drawn)	-27	-9	0.1	-6	12	3	2	0.3
COc1ccc(OC)c(CN2CCN(C(=O)c3ccc(NS(=O)(=O)c4cccc([N+](=O)[O-])c4)cc3)CC2)c1	15	-4	0.0	-20	-1	6	-1	0.8
CCN(C(=O)CSc1nnc(C2CC2)n1-c1ccccc1)C1CCS(=O)(=O)C1 (stereo not drawn)	-6	2	0.2	·	-1	-3	2	-0.8
S=c1[nH]nc(COc2ccccc2)n1/N=C/c1cccs1	15	·	0.0	-24	·	3	·	·
O=C(C[C@H]1CC[C@@H](NC(=O)Nc2ccccc2)[C@H](CO)O1)NCc1ccccn1	2	-2	-0.1	-6	-6	-23	1	-0.1
Cc1noc(C)c1NC(=O)N(C)C[C@@H]1Oc2ncc(C#CC(C)C)cc2C(=O)N([C@@H](C)CO)C[C@H]1C	·	-4	-0.1	12	-2	-5	3	0.3
Cc1c(C(=O)OCC(=O)N2C(C)CCCC2C)oc2ccccc12 (stereo not drawn)	-109	·	0.0	-23	-7	-2	-2	1.5
CCOC(=O)CCNC(=O)N1CCC(CCOc2ccccc2)(C(=O)OCC)CC1	17	13	0.0	-8	1	-1	3	1.2
CN(C)CCCN(C(=O)COc1ccc(Cl)cc1)c1nc2cc3c(cc2s1)OCO3	7	61*	0.1	-18	-9	·	0	-1.7
COc1ccccc1NC(=O)CSc1nc2ccccc2c(=O)n1CCNC(C)=O	-4	·	·	-7	·	1	-1	·
O=S(=O)(Nc1ncccn1)c1cc(Cl)ccc1Cl	12	-4	0.0	-6	0	4	-2	-0.9
C[C@@H]1CN([C@@H](C)CO)C(=O)c2cc(C#CC(C)(C)O)cnc2O[C@@H]1CN(C)C(=O)c1ccccc1F	-4	3&-2&3	0.2&-1.0	-2&29	?	-23&-1	1&2&3	3.0&-0.9&-0.1
C[C@@H](NC(=O)C[C@@H]1CC[C@@H]2[C@H](COC[C@@H](O)CN2C(=O)Nc2cccc(Cl)c2)O1)c1ccccc1	-8	-7	0.1	-21	0	-5	·	0.7
COc1ccccc1CNC(=O)C[C@H]1C[C@@H]2c3cc(NC(=O)C4CCC4)ccc3O[C@@H]2[C@H](CO)O1	2	2	0.1	9	19	-4	-2	1.1
O=C(C[C@H]1CC[C@@H]2[C@H](COC[C@@H](O)CN2C(=O)Nc2cccc(F)c2)O1)NCCCN1CCOCC1	-26	-23	-0.1	-3	-10	3	7	-3.4
C[C@H](CO)N1C[C@H](C)[C@@H](CN(C)C(=O)Nc2cccc3ccccc23)Oc2ccc(NC(=O)Nc3ccc(C(F)(F)F)cc3)cc2C1=O	37	4	-0.1	-5	-3	12	·	-2.8
COCCCn1c(SCC(=O)Nc2ccc(C)cc2)nc2ccccc2c1=O	12	-9	0.0	4	7	-4	5	5.5
COc1ccccc1OCC(=O)Nc1ccc(NC(=O)COc2ccccc2OC)cc1	-5	5	0.1	12	4	24	20	5.0
CCCN1[C@@H]2c3ccc(-c4ccc(C(=O)N(C)C)cc4)c(=O)n3C[C@@H]2[C@@H](CO)[C@@H]1C(=O)NCCOC	·	-2	0.4	9	8	5	-1	·
CCn1c(C2CCN(S(=O)(=O)c3ccc(OC)cc3)CC2)n[nH]c1=S	20	-1	0.0	·	16	18	4	-0.3
O=C(NNC(=O)c1cc(S(=O)(=O)N2CCCCC2)ccc1Cl)c1ccccc1O	13	-28	0.5	-17	0	2	-7	1.3
Cc1nc(NC(=O)C2CC2)sc1C(=O)Nc1ccccc1	-10	-9	0.0	7	0	-2	-1	2.7
CCCOc1ccc(C(=O)OCCN2CCCCC2)c(O)c1	-17	-1	0.0	28	2	-3	3	1.7
Cc1ccc(/C=C/C(=O)NCc2ccccn2)o1	11	·	0.1	1	·	0	·	·
COc1ccc(-c2ncnc(C(F)(F)F)c2-c2csc(C)n2)c(O)c1	2	3	-0.3	33	-6	-7	5	2.7
CCN(CC)S(=O)(=O)c1ccc(N2CCOCC2)c(NC(=O)c2ccc3ccccc3c2)c1	2	·	0.1	-41	·	-5	·	·
CC(C)C(c1nnnn1C(C)(C)C)N1CCN(Cc2cccnc2)CC1 (stereo not drawn)	11	4	-0.1	7	10	-13	1	-0.1
O=C(NCCS(=O)(=O)N1CCN(c2ccccc2)CC1)c1ccc(Br)o1	-9	-6	0.0	7	12	-20	-1	1.7
COc1cccc(CNC(=O)N2CCN(c3ccccc3)CC2)c1	-4	4	0.1	-6	20	-1	2	-5.0
C[C@H](CO)N1C[C@H](C)[C@H](CN(C)C(=O)C2CC2)OCc2cn(nn2)CCCC1=O	·	1	-0.4	-2	-2	5	-1	-1.4
O=C([C@H]1N[C@H]2c3ccc(C4=CCCCC4)c(=O)n3C[C@H]2[C@@H]1CO)N1CCC(Cc2ccccc2)CC1	·	-3	0.0	12	-2	6	-2	·
CCOc1ncccc1C(=O)OCC(=O)NCc1ccc(C(=O)OC)cc1	-6	6	-0.1	21	67*	4	5	1.7
O=C(O)CN(CCc1ccccc1)S(=O)(=O)c1ccccc1	-2	2	0.1	10	16	-9	1	-1.2
O=C1NC[C@H](CCCCN2C[C@H](Cc3ccc(O)cc3)N(CCc3ccccc3)C(=O)C2=O)N(CCc2ccc(O)cc2)C1=O	4	-10	0.0	6	0	·	-2	-4.1
CO[C@@H]1CN(C)C(=O)c2ccc(NC(=O)C3CCC3)cc2OC[C@H](C)N(Cc2ccc(F)cc2)C[C@@H]1C	-25	11	0.2	-17	0	-4	-3	-0.3
Fc1ccccc1OCC1CCCN(Cc2nc(CC3CC3)no2)C1 (stereo not drawn)	1	-2	0.0	-36	-2	-1	15	0.2
O=C1N/C(=C/c2cccs2)C(=O)N1Cc1ccccc1F	-2	1	0.0	12	17	0	5	0.5
CCOc1ccc(N2C(=O)CC(Cc3ccccc3OC)C2=O)cc1 (stereo not drawn)	2	-2	0.2	-16	1	1	2	0.2
COc1ccc(NC(=O)Nc2ccc3c(c2)C(=O)N([C@@H](C)CO)C[C@H](C)[C@@H](CN(C)C(=O)C2CCCCC2)OCCCC[C@@H](C)O3)cc1	29	-3	0.1	-8	10	-28	2	-2.0
CC1Cc2ccccc2N1C(=O)COC(=O)c1ccco1 (stereo not drawn)	-16	-7	0.0	·	-5	·	-5	0.3
COc1ccc(S(=O)(=O)N(C)C[C@@H]2Oc3ccc(N(C)C)cc3CC(=O)N([C@H](C)CO)C[C@H]2C)cc1	-2	-2	0.2	9	30*	12	3	0.8
CCOc1ccc2nc(-c3ccccc3)nc(SCC(=O)OC)c2c1	4	-3	-0.1	-2	0	-4	-3	-0.8

Next compounds follow.
SMILES	PAX8 reporter	EWS-Fli inh	Xi reactivation	INS-1E GSIS act	DENV2 CPE	ARNT-TACC3 inh	ERp5 inh	F508del corr
Cc1ccc(C#CC[N+]2(CC#Cc3ccc(C)cc3)CCCCC2)cc1	69*	33	0.0	-70	3	6	6	4.0
Cc1cc(Cl)ccc1NC(=O)CSc1n[nH]c(N)n1	-3	-3	-0.1	-8	-6	·	0	1.0
Cc1ccc(S(=O)(=O)N2CCC(C)CC2)cc1C(=O)NCc1ccccn1	9	6	0.3	-1	-6	5	1	-1.5
COc1ccc(Cc2nnc(SCC(=O)Nc3cc(Cl)ccc3OC)[nH]c2=O)cc1	3	5	-0.1	-15	-4	-5	1	1.4
C[C@H]1CN([C@@H](C)CO)S(=O)(=O)c2ccc(C#CCC3CCCC3)cc2O[C@H]1CN(C)C(=O)c1cnccn1	·	18	0.0	6	5	0	-8	2.0
O=C(OCCOc1ccccc1F)c1cccc(S(=O)(=O)N2CCOCC2)c1	-6	-3	0.3	-9	-8	·	3	-1.1
CCCC(=O)Nc1ccc2c(c1)OC[C@@H](C)N(C(=O)CN(C)C)C[C@@H](C)[C@H](OC)CN(C)C2=O	-12	5	9.7	1	-2	27	2	-0.3
CN(CC(=O)Nc1ccccc1Cl)C(=O)CSC(=S)N1CCCC1	-2	-1	0.3	10	3	·	0	-5.7
O=C(Nc1ccc(C(F)(F)F)cc1)N[C@H]1C=C[C@H](CC(=O)N2CCCCC2)O[C@H]1CO	7	-1	0.3	-6	-4	-22	2	0.5
CCCCc1cc(=O)oc2cc(OCC(=O)NCc3ccccn3)c(Cl)cc12	-7	3	0.1	12	-2	-4	-6	-0.7
COc1cccc(-c2ccc(C3[C@H]4CNC[C@@H]3N4C(=O)Nc3ccccc3Cl)cc2)c1 (stereo partly drawn)	-6&-72	8&17	0.0&0.2	-12&-9	7&6	·	2&1	-1.8&2.1
C[C@H](CCC(=O)O)[C@H]1CC[C@H]2[C@@H]3C(=O)C[C@@H]4CC(=O)CC[C@]4(C)[C@H]3CC(=O)[C@]12C	-3	-2	0.3	·	8	-4	0	-3.2
O=C1C(=Cc2cccc(Cl)c2)CCc2ccccc21	-48	-65	0.0	15	-6	·	-2	3.4
Nc1nc(SCC(=O)NCc2ccccc2)[nH]c(=O)c1NC(=O)c1ccccc1F	3	·	0.0	13	·	-2	·	·
O=C(O)CCC(NS(=O)(=O)c1ccc(N2CCCC2=O)cc1)C(=O)O (stereo not drawn)	·	-4	·	11	·	-1	1	-2.8
CSc1ccccc1C(=O)C1CCCN(C(=O)CCN2CCCO2)C1 (stereo not drawn)	10	4	0.0	8	-1	-5	-3	-2.5
CN(C)/C(=N\S(=O)(=O)c1ccccc1)c1ccc(F)cc1	2	4	0.0	9	1	-1	1	-1.7
